# Screens (PubChem BioAssay)
# BoNT A protease: BoNT/A light chain protease inhibitors, primary screen, biochemical, flow cytometry, MLPCN library. Botulinum neurotoxin type A light chain protease (Clostridium botulinum A str. ATCC 3502). multiplex microsphere protease substrate cleavage. 0.17% of 360,000 active. inhibition, % at 10 µM; note: plate controls were buffer without enzyme for full effect and enzyme alone for no effect
# Anthrax LF prot: Bacillus anthracis LF protease inhibitors, primary screen, biochemical, multiplex microsphere, MLPCN library | multiplex microsphere protease cleavage assay | inhibition, % at 10 µM | 0.12% of 360,000 active | AID 588501, 2011; note: plate controls were buffer without enzyme for full effect and enzyme alone for no effect
# Target sequence (P15917 whole entry, looked up): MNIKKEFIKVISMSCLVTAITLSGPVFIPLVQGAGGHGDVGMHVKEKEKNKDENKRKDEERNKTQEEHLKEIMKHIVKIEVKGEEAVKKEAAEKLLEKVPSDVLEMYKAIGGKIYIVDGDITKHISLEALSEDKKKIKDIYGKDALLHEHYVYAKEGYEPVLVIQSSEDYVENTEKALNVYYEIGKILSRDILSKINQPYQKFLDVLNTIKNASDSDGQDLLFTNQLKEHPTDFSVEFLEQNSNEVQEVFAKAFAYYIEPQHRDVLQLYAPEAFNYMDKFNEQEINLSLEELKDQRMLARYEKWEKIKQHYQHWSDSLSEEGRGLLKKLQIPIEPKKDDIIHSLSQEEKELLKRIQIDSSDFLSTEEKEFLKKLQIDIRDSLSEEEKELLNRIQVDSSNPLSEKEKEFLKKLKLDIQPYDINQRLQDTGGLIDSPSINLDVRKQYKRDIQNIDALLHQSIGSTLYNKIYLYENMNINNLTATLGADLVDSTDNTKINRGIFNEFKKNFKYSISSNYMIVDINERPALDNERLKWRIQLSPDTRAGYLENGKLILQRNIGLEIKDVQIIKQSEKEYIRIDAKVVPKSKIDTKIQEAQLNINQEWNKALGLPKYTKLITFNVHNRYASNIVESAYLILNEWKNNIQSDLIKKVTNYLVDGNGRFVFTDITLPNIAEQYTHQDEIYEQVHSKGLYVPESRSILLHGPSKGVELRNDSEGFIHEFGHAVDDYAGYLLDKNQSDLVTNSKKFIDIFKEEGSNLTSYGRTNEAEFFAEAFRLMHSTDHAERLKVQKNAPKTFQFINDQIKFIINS
# FadD28 binding: inhibitors of FadD28 bisubstrate probe binding, primary screen, biochemical, fluorescence polarization, single point. inhibition, % at 12.5 µM. 0.22% of 360,000 active. Mycobacterium tuberculosis FadD28 fatty-acid-AMP ligase; in the data active = inhibition above about 8.5%, passing the limit was not always enough; inconclusive = no clear call, values can overlap the other calls
# Yp Topo-I inh: Yersinia pestis topoisomerase I inhibitors, primary screen, biochemical, cleavage product accumulation, plate reader, single point; Y. pestis Topo-I cleavage product accumulation; activity, % at 10 µM; 0.064% of 360,000 active; AID 504884, 2011; in the data active = activity above about 50%, passing the limit was not always enough; inconclusive = no clear call, values can overlap the other calls; note: inactives centre near 2
# CCHFV vOTU inh: CCHFV vOTU protease inhibitors, primary screen, biochemical, Pep-AMC substrate, fluorescence; Crimean-Congo hemorrhagic fever virus L polyprotein viral ovarian tumor (vOTU) protease …; inhibition, % at 11.5 µM; 0.55% of 370,000 active; AID 651958, 2012; in the data active = inhibition above about 30%; note: 0% = vehicle wells with enzyme and 100% = no enzyme wells
# PrPC surface inh: inhibitors of human cell surface prion protein PrPC, primary screen, cell-based, TR-FRET. AID 720596, 2013. TR-FRET read-out. Major prion protein (Homo sapiens), P04156. 0.43% of 370,000 active. inhibition, % at 13.8 µM; in the data active = inhibition above about 24%; note: 0% = median of the test wells and 100% = reference compound wells
# TcdB GH inh: TcdB glycohydrolase inhibitors, primary screen, biochemical, single point, plate reader; Toxin B (Clostridioides difficile), P18177; TcdB glycohydrolase enzymatic assay; inhibition, % at 9.99 µM; 0.24% of 350,000 active; in the data active = inhibition above about 10%
# BoNT-F LC inh: BoNT/F light chain protease inhibitors, primary screen, biochemical, flow cytometry, MLPCN library. Botulinum neurotoxin type F light chain protease (Clostridium botulinum). Multiplex microsphere protease cleavage assay. inhibition, % at 10 µM. 0.22% of 360,000 active; in the data active = inhibition above about 35%, passing the limit was not always enough; inconclusive = no clear call, values can overlap the other calls; note: plate controls were buffer without enzyme for full effect and enzyme alone for no effect
# PfHsp40 yeast: rescue of yeast from PfHsp40 toxicity, primary screen, S. cerevisiae, ATP luminescence; S. cerevisiae expressing PfHsp40, growth rescue; AID 504582, 2011; growth rescue, % at 12.5 µM; 0.68% of 340,000 active; in the data active = growth rescue above about 28%, passing the limit was not always enough; inconclusive = no clear call, values can overlap the other calls;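 note: yeast W303a lacking pdr1 and pdr3 grown in galactose medium; growth measured after three days at 30 °C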
# Starred values were filed as active, the others as inactive; ? = inconclusive; / = not tested or not shown; & = joins results of further samples. Cut-off read from the data, not from the text of the source, unless noted: active = inhibition above about 30%; inconclusive = no clear call, values can overlap the other calls; inactive = below that.
SMILES,BoNT A protease,Anthrax LF prot,FadD28 binding,Yp Topo-I inh,CCHFV vOTU inh,PrPC surface inh,TcdB GH inh,BoNT-F LC inh,PfHsp40 yeast
COc1ccc(CCNC(=O)C(NS(=O)(=O)c2cccc3nsnc23)C(C)C)cc1OC (stereo not given),-0.8,1,-1.2,-1,-6,-22,1.0,-1,-0.5
COc1ccc(N(CC(=O)N/N=C/c2ccco2)S(=O)(=O)c2ccccc2)cc1,-0.4,-2,-3.0,-8,-15,1,/,-8,0.8
Cn1nccc1C(=O)NC(=S)Nc1cc(Cl)cc(Cl)c1,-0.9,-1,0.8,4,16,1,1.2,-7,0.7
CC(=O)Nc1sc(C)c(C)c1C(=O)Nc1ccc(C)cc1,0.1,-1,-3.8,12,-19,-3,/,-1,-0.2
C/C(=N\NC1=NCCN1)c1ccc(N)c([N+](=O)[O-])c1,?,-36,-0.9,1,-9,-10,-1.2,?,-0.1
CC(C)C(=O)N1CCN(c2ccc(NC(=O)c3ccc4c(c3)OCCO4)cc2)CC1,0.3,-2,0.8,4,-7,12,-1.7,-5,-0.4
COc1ccc(/C=N/NC(=O)C(=O)N2CCCCCC2)cc1[N+](=O)[O-],-0.7,-1,-1.8,-3,-4,-13,0.4,-1,-0.2
CCN1CCN(c2cc(C)c3cc(NC(=O)CCC(=O)N4CCN(c5ccccc5)CC4)ccc3n2)CC1,0.3,2,-0.8,7,-13,-9,-0.5,0,-0.2
COc1ccccc1OCCC(=O)OCC(=O)c1c(N)n(C)c(=O)n(C)c1=O,0.6,2,-1.0,9,-2,-2,2.3,0,-1.5
Cc1ccc(-c2nc3ccccc3c(=O)n2NC(=O)c2cccs2)cc1,-0.5,0,0.9,1,5,3,0.8,-2,0.0
C=CCC1Cc2c(cccc2[N+](=O)[O-])C(CC=C)N1 (stereo not given),-0.3,-4,-3.9,6,12,-17,4.8,-1,2.2
COc1ccc(Cc2nc(-c3ccc(Br)o3)no2)cc1OC,-0.3,-5,-4.3,2,5,-3,0.6,-2,-0.4
CC(C)(C)NC(=O)C(c1ccccc1)N(Cc1ccco1)C(=O)c1csnn1 (stereo not given),0.1,0,-2.8,-5,14,-1,/,-7,-0.5
CCC(=O)Nc1ccc(-c2nnc(SCc3ccc(C(=O)Nc4nccs4)cc3)n2CC)cc1,-0.2,3,-1.9,3,-8,2,/,-15,1.4
CCN1C(=O)c2cccc3c(N)ccc(c23)C1=O,3.5,-7,-4.3,-5,3,-15,2.2,?,0.7
CCOC(=O)CSc1nc(=O)n2ccccc2n1,-1.5,-6,1.4,1,-3,5,-0.3,-1,0.7
Cc1ccccc1NC1=NCC(C)S1 (stereo not given),0.4,-10,-3.5,-4,-16,1,/,-4,0.5
O=C(c1ccc(N2CCOCC2)c([N+](=O)[O-])c1)N1CCN(Cc2ccccc2)CC1,-1.7,-4,-0.1,20,5,-3,1.1,-2,0.1
Cc1cn([C@H]2C[C@H](O)[C@@H](/C=C/C(=O)NCCc3ccc4ccccc4c3)O2)c(=O)[nH]c1=O,0.6,4,-2.4,/,-7,0,0.2,-3,/
CC(=O)c1ccc(S(=O)(=O)N2CCN(CCOc3ccc(Br)cc3)CC2)cc1,-0.4,-1,-2.5,19,-13,3,-0.5,-2,-0.9

# Rewritten with each value named: 4 of the compounds above
> CCN1CCN(c2cc(C)c3cc(NC(=O)CCC(=O)N4CCN(c5ccccc5)CC4)ccc3n2)CC1
  BoNT A protease: 0.3; Anthrax LF prot: 2; FadD28 binding: -0.8; Yp Topo-I inh: 7; CCHFV vOTU inh: -13; PrPC surface inh: -9; TcdB GH inh: -0.5; BoNT-F LC inh: 0; PfHsp40 yeast: -0.2

> COc1ccccc1OCCC(=O)OCC(=O)c1c(N)n(C)c(=O)n(C)c1=O
  BoNT A protease: 0.6; Anthrax LF prot: 2; FadD28 binding: -1.0; Yp Topo-I inh: 9; CCHFV vOTU inh: -2; PrPC surface inh: -2; TcdB GH inh: 2.3; BoNT-F LC inh: 0; PfHsp40 yeast: -1.5

> Cc1ccc(-c2nc3ccccc3c(=O)n2NC(=O)c2cccs2)cc1
  BoNT A protease: -0.5; Anthrax LF prot: 0; FadD28 binding: 0.9; Yp Topo-I inh: 1; CCHFV vOTU inh: 5; PrPC surface inh: 3; TcdB GH inh: 0.8; BoNT-F LC inh: -2; PfHsp40 yeast: 0.0

> C=CCC1Cc2c(cccc2[N+](=O)[O-])C(CC=C)N1 (stereo not given)
  BoNT A protease: -0.3; Anthrax LF prot: -4; FadD28 binding: -3.9; Yp Topo-I inh: 6; CCHFV vOTU inh: 12; PrPC surface inh: -17; TcdB GH inh: 4.8; BoNT-F LC inh: -1; PfHsp40 yeast: 2.2

# Next section
SMILES,BoNT A protease,Anthrax LF prot,FadD28 binding,Yp Topo-I inh,CCHFV vOTU inh,PrPC surface inh,TcdB GH inh,BoNT-F LC inh,PfHsp40 yeast
CC(C)CC1=NN(C(=O)c2ccco2)C(O)(C(F)(F)F)C1 (stereo not given),0.6,-7,-2.6,-5,0,-5,1.7,11,2.4
Cc1ccc(C(=O)NCC(=O)NCCc2ccc(S(N)(=O)=O)cc2)s1,-0.3,0,-1.2,3,-8,0,1.0,7,-0.9
CCOc1ccc(NC(=O)CSc2nc3ccccc3c(=O)n2Cc2cccs2)cc1,1.7,-6,-1.0,10,-15,5,/,5,-0.8
O=C(NCc1ccccn1)c1cc2n(n1)C(C(F)(F)F)CC(c1ccco1)N2 (stereo not given),0.1,-3,1.1,-8,6,-4,/,5,-0.8
COc1ccc(CN(C)C(=O)COC(=O)c2c(C)nn(-c3ccc(F)cc3)c2Cl)cc1,0.6,-12,-1.3,25,5,-2,-1.0,3,0.4
COc1ccc(CNC(=O)NCc2ccc(OC)c(OC)c2)cc1OC,-0.1,1,-2.4,3,25,-7,/,6,0.6
COc1ccc(N=CC2=C(O)c3ccccc3C2=O)cc1,-0.3,3,-3.2,0,-8,0,/,-9,-0.2
Cc1cc(C)c2[nH]c(=O)c(CN(CC3CCCO3)C(=S)Nc3ccccc3)cc2c1 (stereo not given),-1.3,3,-1.1,2,-20,-6,/,-23,0.1
CC(=O)Nc1ccc(C23CC4CC(CC(C4)C2)C3)cc1,0.6,0,2.6,34,12,-5,3.5,?,11
O=C(COC(=O)c1ccccc1NC(=O)c1ccccc1)c1cccc([N+](=O)[O-])c1,-0.7,-2,-2.0,-3,-3,0,/,-2,-0.8
CN(C)S(=O)(=O)c1ccc(S(=O)(=O)NCc2ccc3c(c2)OCO3)cc1,4.0,2,-2.6,-1,1,-6,3.0,38*,9.6
CCCNC(=O)/C=C/c1ccc(S(=O)(=O)Nc2ccccc2OC)cc1,-0.4,-2,-3.6,8,2,-11,2.0,-1,0.5
Cc1cccc(NC(=O)C2CCN(S(=O)(=O)c3cccs3)CC2)c1,-0.8,-4,-2.1,-1,-3,-3,/,-8,-1.2
Cc1nn(-c2ccccc2)nc1C(=O)OCC(=O)N1CCCCC1C (stereo not given),/,/,0.4,1,16,-5,0.1,/,-0.2
O=C(CSc1nnc(SCc2ccccc2Cl)s1)N/N=C/c1c[nH]c2ccccc12,-0.2,0,-2.3,23,-16,0,/,-3,-0.7
COc1ccc(Cl)cc1NC(=O)CSc1cccc[n+]1[O-],-0.1,4,-4.0,0,10,-3,1.2,2,2.4
CCCC(O)(c1ccc(Br)cc1)C(CN1CCOCC1)c1ccc(Cl)cc1 (stereo not given),-0.8,9,-1.9,37,4,-2,0.8,0,0.7
CN1OC[C@@H]2CN[C@H](c3ccc(Br)cc3)C[C@@H]21,0.0,2,-1.9,-3,-1,-2,-0.3,7,/
CNC[C@@H]1Oc2ccc(NS(=O)(=O)c3ccc(Cl)cc3)cc2C(=O)N([C@H](C)CO)C[C@@H]1C,-0.3,-2,-5.8,4,5,7,-0.6&1.6,-9,-0.8
COc1ccc(NC(=O)CNS(=O)(=O)c2ccc(Cl)cc2)cc1OC,0.2,-5,1.5,5,-6,-6,/,-6,-0.1
CN(C)c1ccc(C(=O)OCC(=O)Nc2ccc(S(N)(=O)=O)cc2)cc1,-0.6,-1,-1.6,8,-3,1,1.0,-2,0.8
O=C(NNC(=S)NCc1ccccc1)c1ccccc1OC(F)F,-0.5,1,-1.2,-8,-5,2,-0.9,-7,-0.5
COc1ccc(CN2CCN(C(=O)c3cc(OC)c(OC)c(OC)c3)CC2)cc1OC,?,-4,-0.8,-6,/,/,-0.3,6,-0.7
CCO/N=C(\N)c1[nH]ncc1Br,?,-12,-4.2,-1,6,4,0.3,?,2.8
Cc1ccc(C(C(=O)NC2CCCC2)N(CCCO)C(=O)Cn2nnc(-c3ccc(C)o3)n2)cc1 (stereo not given),3.5,-2,0.9,11,1,-5,-0.6,7,-0.1
C=COC(=O)c1sc2nc(C)cc(C)c2c1N,?,-25,-3.0,-4,-68,-4,-1.6,?,-0.3
CCC(=O)OC1(C(C)=O)CCC2C3CCC4=CC(=O)CCC4(C)C3CCC21C (stereo not given),0.4,8,-1.1,1,6,5,0.3,-6,0.4
Cc1cccc(C(=O)N2CCN(c3ccccn3)CC2)c1,-0.3,0,-0.7,4,-11,-4,/,4,-0.3
CCCCc1c(O)nc(SCC(=O)Nc2cccc3ccccc23)n(-c2ccccc2OC)c1=O,0.3,1,-2.2,-10,25,-7,1.6,-3,2.0
COc1ccc(C2CCCN2C(=S)Nc2cccc(C)c2)cc1OC (stereo not given),-1.1,-13,-1.3,20,-9,-2,1.4,-12,1.5
Clc1ccc(OCCNCCc2ccccc2)cc1,-3.0,-23,0.1,10,2,-5,-4.1,?,0.2
Cc1ccc(C)c(N2CCN(CC(=O)Nc3ccc4[nH]c(=O)[nH]c4c3)CC2)c1,-0.3,5,-0.6,3,2,-5,1.3,-11,1.8
Cc1nnc(SCC(=O)Nc2ccc3c(c2)OCO3)s1,0.6,-2,-2.6,4,-1,8,1.5,-2,0.5
Cc1nnc(SC(C)C(=O)N(C)C2CCCCC2)n1N (stereo not given),-0.5,-8,-1.3,-7,-4,-7,0.0,-4,-3.1
Oc1ccccc1/C=N/c1c(-c2ccco2)nc2ccccn12,-0.1,-7,-2.7,-6,-6,-4,/,-9,-0.2
Cc1ccc(SCC(=O)Nc2cc(S(=O)(=O)N3CCCCC3)ccc2C)cc1,-0.4,4,-2.2,6,-5,6,1.0,-2,0.6
CC(C)Cn1cc(C(=O)N2CCN(c3ccccn3)CC2)c2c3ccccc3n(C)c2c1=O,0.7,0,0.0,37,-17,-5,/,4,0.1
CCN1/C(=C/c2ccc3cc(C)cc(C)c3[n+]2CC)Sc2cc(C)ccc21,27,-89,1.6,-6,9,-6,-19,-97,-6.2
O=C(Nc1ccc(Nc2ccccc2)cc1)c1c(Cl)cccc1Cl,-0.1,-1,-1.9,-19,1,7,0.5,-5,3.0
CC(Oc1cccc([N+](=O)[O-])c1)C(=O)NCCC1=CCCCC1 (stereo not given),-2.4,-1,-3.7,6,3,-14,1.1,-5,1.3
COc1ccc(C(=O)c2ncc(C(F)(F)F)cc2Cl)cc1,-1.6,-5,-3.0,2,-16,-1,0.3,-2,-0.4
O=C1CN(S(=O)(=O)c2ccccc2Cl)CCN1,-0.2,5,-1.4,-8,-1,-3,-2.4,2,-0.3
Clc1ccc(-c2ccc(-c3nn4c(-c5ccco5)nnc4s3)o2)cc1,3.3,1,-5.0,9,-29,-3,/,6,2.9
CCOc1ccc(N(CC)C(=O)c2nn(-c3ccc(OC)cc3)c(=O)c3c2c2ccccc2n3C)cc1,0.3,0,-1.6,16,-3,-1,1.8,-9,3.2
O=C(NNC(=O)c1ccccc1Cl)c1cccnc1,-2.4,-1,-0.4,1,-8,3,1.3,-3,-1.2
NS(=O)(=O)c1ccc(N=Nc2c(=O)[nH]n3c(=O)c4c([nH]c23)CCCC4)cc1,-0.5,-1,3.1,5,21,-47,0.5,-2,-0.8
